# Compound activity as filed in PubChem.
# Insulin prom up – MIN6 insulin promoter up-regulation | MIN6 insulin promoter-GFP reporter, high-content imaging; stronger effect = higher value | 190,000 tested, 0.3% active | AID 1625 | z-score at 5 µM;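 active = z-score above 3 at 5 µM with at least 500 cells counted in the well; inconclusive = wells under 500 cells, flagged as cytotoxic or low count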
# MT stabilize HCS – microtubule stabilization, imaging screen; HeLa tubulin immunostaining HCS, 24 h; share of cells brighter than vehicle mean+2SD; % tubulin-high responders, % at 10 µM; 200,000 tested, 0.83% active; AID 2205;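 active = plate Z-score above 3 for both tubulin-high and condensed-nucleus cell shares, with cell loss under 80%, at 10 µM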;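 also: anti alpha tubulin signal scored within the nucleus-defined area of each cell; some results filed as inactive read as strong as hits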
# WT yeast gro inh – growth inhibition of WT yeast, mitochondrial fusion screen; mitochondrial fusion phenotypic screen, WT strain; inhibition, % at 10 µM; 190,000 tested, 2.1% active; in the data active = inhibition above about 58%; tested in S. cerevisiae
# Dynein cargo inh – dynein cargo transport inhibition. 3617.4 mouse cells, GR-EGFP nuclear translocation imaging; test concentration mostly 20 µM; stimulated with dexamethasone, 1 µM; stronger effect = lower value. z-score, hits read low. 220,000 tested, 0.47% active. AID 1381;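 active = plate z-score of nuclear minus cytoplasmic receptor signal below a set negative limit, without overly bright fluorescence or cell loss, cut at about -3.5 in these data, passing the limit was not always enough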;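 also: z-score of nuclear minus cytoplasmic ring GR-EGFP intensity difference per well; some compounds called inactive have numbers as strong as hits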
#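 Buffer or medium: Induction medium lacking tetracycline, stripped serum | Also added: Dexamethasone agonist, 1.0 µM final, for 30 min | Timing: 48 h induction, 1 h compound, 30 min dex at 37 °C | Detection: Formaldehyde fixation, Hoechst nuclear stain, 10x automated fluorescence imaging | Measure: Nuclear versus cytoplasmic GR-EGFP signal, averaged per well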
# XIAP antagonists – XIAP antagonists, biochemical, IAP family, fluorescence polarization (AID 1018) | displacement, % at 20 µM, or IC50 in µM where a hit was titrated | XIAP BIR domain, fluorescence polarization peptide displacement; higher % means a stronger effect | 200,000 tested, 0.007% active; in the data active = displacement above about 50%; also: a part of the inactive calls stands beside numbers as strong as those of hits
# CSM14.1 death rescue – protection against thapsigargin-triggered cell killing – 384-well, CSM14.1, ATP luminescence, primary screen (AID 1222); CSM14.1 thapsigargin-induced death rescue, ATP luminescence; higher % means a stronger effect; cellular ATP content (survival), % at 20 µM, or EC50 in µM where a hit was titrated; 190,000 tested, under 10 active;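 active = EC50 below 50 µM in the dose-response confirmation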;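 also: death triggered by thapsigargin at about 15 µM added after 2 h compound pretreatment; cell ATP read after overnight thapsigargin exposure of roughly 18 to 22 hours; normalized against plate controls of thapsigargin alone and 5% DMSO vehicle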
# Hep lipid drop – hepatic lipid droplet formation modulation | AML12 mouse hepatocytes, oleate lipid droplets, BODIPY imaging | inhibition, % at 6.5 µM | 240,000 tested, 0.4% active;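 active = lipid droplet intensity inhibited by at least 50%, with more than 500 cells counted; inconclusive = wells with under 300 cells, treated as cytotoxic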
#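 Assay system: AML12 hepatocytes (mouse) / Also added: 100 µM oleic acid challenge / Times: overnight treatment with compound plus oleate / Detection: high-content imaging of BODIPY-stained droplets and DAPI nuclei / Evaluation: % inhibition of lipid droplet signal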
# b-catenin transl – modulators of beta-catenin nuclear translocation. HeLa beta-catenin nuclear translocation, immunofluorescence imaging. nuclear translocation activity, % at 5 µM. 190,000 tested, 0.3% active. AID 1665;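 active = nuclear translocation activity above 50% at 5 µM, with a well cell count of 50 or more; inconclusive = wells under 50 cells across six images, flagged as toxic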;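 also: per-cell ratio of nuclear to cytoplasmic median beta-catenin stain intensity; plate controls were DMSO negative control for no effect and GSK-3 inhibitor IX positive control for full effect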
#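 Read-out: Nuclear/cytoplasmic beta-catenin signal ratio, % activation | Assay system: Human HeLa cell line | Times: 24 h compound exposure at 37°C, 5% CO2 | Signal: Fluorescence imaging of beta-catenin antibody stain plus DAPI | Dosing: 5 µM primary, 0.02–20 µM confirmation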
# Autophagy HCS – alters autophagy in cells. MEF GFP-LC3 puncta imaging; test concentration mostly 10 µM. calls only at 10 µM (by protocol). 190,000 tested, 0.98% active;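 active = percentage of spot-positive cells more than 3 SD above its plate mean, without a fluorescence outlier flag or 80% toxicity; inconclusive = no clear call, values can overlap the other calls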;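 also: spot-positive cell cutoff set from DMSO-treated cells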
# WT yeast gro inh mutant strain – recorded beside WT yeast gro inh, whose call it bears; inhibition, %; mitochondrial fusion phenotypic screen, mutant strain inhibition
# Dynein cargo inh cytoplasmic EGFP – also measured in Dynein cargo inh; calls as there; z-score; measured here: cytoplasmic GR-EGFP intensity; stronger effect = higher value
# Dynein cargo inh nuclear GR-EGFP – recorded beside Dynein cargo inh, whose call it bears; z-score; measured here: nuclear GR-EGFP intensity;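 lower value marks the stronger effect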
# Dynein cargo inh cell count – second read-out of Dynein cargo inh, no call of its own (marks repeat the call); z-score; measured here: cell count per field
# Insulin prom up cell count – further read-out of Insulin prom up, marked with its call; cell count; measured here: cytotoxicity, nuclei count;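 total cells summed across four imaged fields per well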
# Hep lipid drop cells 6.5 µM – recorded beside Hep lipid drop, whose call it bears; cell count; measured here: cell count, cytotoxicity flag;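 cells counted across two imaged fields per well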
# b-catenin transl cell count 5 µM – also measured in b-catenin transl; calls as there; cell count; measured here: cell count, cytotoxicity flag
# MT stabilize HCS Hoechst-high % – further read-out of MT stabilize HCS, marked with its call; % Hoechst-high responders; measured here: nuclear condensation Hoechst responders;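 share of cells brighter than vehicle mean plus two SD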
# MT stabilize HCS cytotoxicity % – recorded beside MT stabilize HCS, whose call it bears; toxicity, %; measured here: cytotoxicity by cell density;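 0% = mean cell density of plate MIN control wells and 100% = no cells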
# Autophagy HCS cell loss 18 h – further read-out of Autophagy HCS, marked with its call; toxicity, %; measured here: cell loss, nuclei count;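 cell loss after 18 h compound exposure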
# Active calls of the source: *; i = inactive; ? = inconclusive; . = not tested or not shown; + = active, no number.
SMILES,Insulin prom up,Insulin prom up cell count,MT stabilize HCS,MT stabilize HCS Hoechst-high %,MT stabilize HCS cytotoxicity %,WT yeast gro inh,WT yeast gro inh mutant strain,Dynein cargo inh,Dynein cargo inh cytoplasmic EGFP,Dynein cargo inh nuclear GR-EGFP,Dynein cargo inh cell count,XIAP antagonists,CSM14.1 death rescue,Hep lipid drop,Hep lipid drop cells 6.5 µM,b-catenin transl,b-catenin transl cell count 5 µM,Autophagy HCS,Autophagy HCS cell loss 18 h
O=C(Cn1nc(C(F)(F)F)cc1C1CC1)NCc1ccccc1F,0.08,1248,2.4,2.1,7.1,-6,-12,-0.39,-0.067,-0.37,0.39,-3.2%,-0.3%,-36,686,?,.,i,-3
O=C(COC(=O)c1ccco1)NCc1ccc(Cl)cc1,0.18,1221,3.4,2.3,3.6,3,-1,-0.14,-0.29,-0.086,0.72,-8.3%,-0.7%,3,686,-6.9,1175,i,-1
CCC(C)n1ncn(-c2ccc(N3CCN(c4ccc(O)cc4)CC3)cc2)c1=O (stereo not drawn),-0.64,1162,3.7,3.3,3.6,-8,-21,-0.68,-0.29,-0.29,0.28,-3.9%,0.0%,4,711,2.5,445,i,3
O=C1CC(C(=O)N2CCN(c3ccc(F)cc3)CC2)CN1CCc1ccccc1 (stereo not drawn),-0.22,935,4.4,3.4,5.3,16,3,-0.84,-0.26,-0.38,0.54,-2.4%,-0.4%,.,.,1.4,1106,i,12
CCc1n[nH]c(=S)n1/N=C/c1ccccc1OCc1ccc(Cl)cc1,-0.03,1426,4.7,1.2,24,2,9,-0.98,0.29,-0.083,0.73,-6.1%,-1.8%,12,727,0.2,1515,i,7
N#Cc1cccc(OCC(=O)NC(=O)NCc2ccccc2)c1,0.49,1199,1.5,2.3,3.6,-14,-17,0.12,-0.32,-0.32,0.79,-6.8%,-0.5%,14,749,.,.,i,6
CC(=O)NC1(c2ccccc2)CCN(c2nc(C)cc(C)n2)CC1,-0.25,1346,6.8,2.0,9.6,-16,14,-0.88,-0.19,-0.1,0.66,-7.5%,.,.,.,-4.0,1024,i,15
Cc1ccc2cc3c(NC(=O)CC(C)C)nn(C)c3nc2c1,0.98,1140,2.1,1.8,11,8,12,-0.82,0.12,-0.029,-0.22,-6.8%,-1.9%,.,.,-2.2,927,i,-10
CCCC(=O)Nc1nnc(SCC(=O)NCc2ccc3c(c2)OCO3)s1,-0.21,1188,7.1,1.9,11,5,1,-0.5,-0.26,-0.00054,0.42,-8.6%,-1.1%,1,671,-2.1,1111,i,-3
CN1CCN(C(=O)c2ccccc2-c2nc(-c3ccc(Cl)cc3)no2)CC1,-1.9,1223,4.3,2.8,4.4,-8,-5,-0.59,-0.25,-0.29,1.1,-2.7%,-0.4%,-8,739,-1.6,1213,i,-1
CCNc1nc(NCC)nc(N/N=C/c2ccc(OC)cc2)n1,-0.12,1068,.,.,.,.,.,-1.5,-0.22,-0.16,0.25,.,.,-18,738,0.6,1346,.,.
CCCCN(CCCC)C(=S)N/N=C/c1c(C)[nH]n(-c2ccccc2)c1=O,-1.1,1256,4.3,1.6,24,42,48,-0.43,-0.17,0.29,0.51,-1.4%,-2.7%,.,.,4.0,1309,i,-7
O=C(CSCc1cccc(CSCC(=O)Nc2ccccc2)n1)Nc1ccccc1,0.11,922,1.2,1.0,5.6,10,11,3.3,-0.14,1.4,-0.76,-3.0%,-1.4%,9,759,.,.,i,2
CC(C)(C)NC(=O)CN1CCC(O)(c2ccccc2)CC1,0.19,1176,1.7,2.1,7.7,6,-11,0.32,-0.2,-0.06,0.087,-3.2%,-0.6%,.,.,-5.2,936,i,0
O=C(NCC1CCCO1)c1nc2c(nnn2Cc2ccccc2Cl)c(=O)[nH]1 (stereo not drawn),0.1,1000,2.2,1.5,5.6,10,1,0.66,-0.24,0.2,0.27,2.7%,-1.6%,38,754,-0.8,1126,i,-4
COc1ccc(Cn2c(SCc3cc(C)ccc3C)nc3cc(OC)c(OC)cc3c2=N)cc1,-0.8,978,50,27,95,3,-12,1.5,0.2,1.2,-1.3,0.7%,-6.1%,.,.,-1.0,1334,+,30*
CCCCC(CC(O)COCC(C)C)C(=O)NN (stereo not drawn),.,.,2.6,2.8,7.9,-9,-8,0.37,-0.19,0.18,-0.41,-8.6%,0.2%,-4,578,0.0,1559,i,-12
CCCCCCCCCCCCCCCC[n+]1ccc(C(N)=O)cc1,-1.8,852,16,0.9,6.2,99*,99*,0.69,-0.24,0.49,0.85,-6.2%,-1.9%,6,504,.,.,i,25
Clc1cccc(CNc2nnnn2-c2ccccc2)c1,0.22,1166,1.7,1.2,2.1,-4,17,-0.6,-0.13,-0.091,0.92,-0.5%,-1.6%,.,.,-3.1,1407,i,12
COC(=O)c1ccc(N2C(=O)CC(N3CCC(O)(c4ccc(Br)cc4)CC3)C2=O)cc1 (stereo not drawn),.,.,1.4,2.1,4.7,10,-9,1,-0.024,0.37,-0.074,-7.3%,-0.8%,5,797,-2.4,1090,i,1
O=C(NCCc1ccccc1)c1ccccc1F,-0.49,1376,2.7,1.5,6.0,-13,0,0.37,-0.28,0.21,0.19,-2.7%,-1.1%,18,750,1.3,1011,i,5
O=C(NCc1ccc2c(c1)OCO2)c1ccc(CN2CCc3ccccc3C2)cc1,-1.7,798,2.3,1.5,7.4,4,-3,1.2,-0.21,0.69,-0.4,-5.1%,-0.8%,.,.,2.8,1416,i,35
CCOC(=O)c1cc2nc(-c3ccco3)cc(C(F)(F)F)n2n1,.,.,2.3,1.8,4.3,-13,3,-0.68,-0.22,-0.41,0.71,-1.8%,-3.2%,-112,678,0.1,1108,i,-4
COc1ccc(S(=O)(=O)Cc2ccc(C(=O)N3CCN(C(=O)c4ccco4)CC3)o2)cc1,0.13,838,2.1,3.4,7.6,9,-7,-0.27,-0.038,0.01,0.31,-4.9%,2.7%,.,.,-1.4,1144,i,5
CC1=C(C(=O)OC(C)C)C(c2cccs2)n2ncnc2N1 (stereo not drawn),1.1,977,3.4,4.1,1.9,4,-6,-0.44,-0.2,0.02,0.12,-4.3%,-1.0%,.,.,.,.,i,2
COc1ccc2[nH]c(=O)c(CNc3cccc(C)c3)cc2c1,-0.85,747,2.3,2.0,6.9,-9,8,1.5,-0.21,0.81,-0.099,-6.4%,-1.6%,.,.,0.5,1477,i,-25
COc1ccc(C2C(C(C)=O)=C(O)C(=O)N2CCO)c(OC)c1 (stereo not drawn),.,.,1.2,2.1,5.7,-6,-5,-0.43,-0.21,-0.094,0.54,-1.0%,0.9%,.,.,.,.,i,46
CC(C)c1cccc(O)c(=O)c1,0.44,1200,4.7,2.0,9.9,-14,-19,0.11,-0.26,0.071,-0.27,0.2%,-2.3%,5,692,-1.3,1033,i,1
COc1cc(/C=N/NC(=O)Nc2ccccc2)ccc1OC(C)=O,-0.45,1309,5.8,2.8,1.9,-3,-7,0.05,-0.22,-0.063,0.42,-1.6%,-0.4%,-11,674,-2.2,534,i,-19
Cc1ccc(C(C(=O)NC(C)(C)C)N(CC2CCCO2)C(=O)Cn2nnc(-c3ccc(C)o3)n2)cc1 (stereo not drawn),0.58,1385,5.3,3.2,3.4,3,11,0.64,-0.08,0.18,-1.7,-0.2%,0.6%,.,.,-6.0,773,i,-6
COC(=O)C(CSCc1ccccc1)NC(=O)CSc1nc(C)cc(=O)[nH]1 (stereo not drawn),0.57,1207,2.5,1.1,2.2,-5,-5,1.2,-0.14,0.92,-1.2,-12%,-7.0%,-2,724,-1.1,1134,i,-28
Cn1c(Cl)nc2c1c(=O)n(Cc1cccc(Br)c1)c(=O)n2C,0.17,1985,6.1,3.0,7.8,9,11,1.6,0.28,1.4,-1.3,-2.4%,-0.7%,2,663,-0.4,1070,i,3
CCN(C(=O)CN1CCN(c2cccc(Cl)c2)CC1)c1c(N)n(Cc2ccccc2)c(=O)[nH]c1=O,2.7,1218,2.7,2.2,10,13,-8,-0.56,-0.36,-0.78,0.69,-3.4%,-0.8%,10,693,-0.9,1112,i,-9
CCOc1ccc(N/C(N)=N/c2nc(CSc3nnnn3-c3ccccc3)cc(=O)[nH]2)cc1,-0.15,1039,.,.,.,.,.,2.2,0.21,1.1,-2.4,.,.,2,728,0.5,1246,.,.
